KDM5B inhibitor = blocks human KDM5B histone demethylase activity; Q9UGL1; KDM5B demethylase, FDH-coupled NADH fluorescence (FDH is formaldehyde dehydrogenase); Potency, µM (series often up to 57.7 µM), for inactives: top-dose activity change, negative = inhibition, actives largely listed as inhibitors; 220,000 tested, 2.6% active; active = well fitted inhibition curve with a large enough effect; inconclusive = small, poorly fitted or top-dose-only effect; inactive = no such curve, though single readings can be large or run the other way; note: 0% is about no effect; nearly all actives have a fitted effect of over 70% in size
Target sequence (Q9UGL1 whole entry, looked up): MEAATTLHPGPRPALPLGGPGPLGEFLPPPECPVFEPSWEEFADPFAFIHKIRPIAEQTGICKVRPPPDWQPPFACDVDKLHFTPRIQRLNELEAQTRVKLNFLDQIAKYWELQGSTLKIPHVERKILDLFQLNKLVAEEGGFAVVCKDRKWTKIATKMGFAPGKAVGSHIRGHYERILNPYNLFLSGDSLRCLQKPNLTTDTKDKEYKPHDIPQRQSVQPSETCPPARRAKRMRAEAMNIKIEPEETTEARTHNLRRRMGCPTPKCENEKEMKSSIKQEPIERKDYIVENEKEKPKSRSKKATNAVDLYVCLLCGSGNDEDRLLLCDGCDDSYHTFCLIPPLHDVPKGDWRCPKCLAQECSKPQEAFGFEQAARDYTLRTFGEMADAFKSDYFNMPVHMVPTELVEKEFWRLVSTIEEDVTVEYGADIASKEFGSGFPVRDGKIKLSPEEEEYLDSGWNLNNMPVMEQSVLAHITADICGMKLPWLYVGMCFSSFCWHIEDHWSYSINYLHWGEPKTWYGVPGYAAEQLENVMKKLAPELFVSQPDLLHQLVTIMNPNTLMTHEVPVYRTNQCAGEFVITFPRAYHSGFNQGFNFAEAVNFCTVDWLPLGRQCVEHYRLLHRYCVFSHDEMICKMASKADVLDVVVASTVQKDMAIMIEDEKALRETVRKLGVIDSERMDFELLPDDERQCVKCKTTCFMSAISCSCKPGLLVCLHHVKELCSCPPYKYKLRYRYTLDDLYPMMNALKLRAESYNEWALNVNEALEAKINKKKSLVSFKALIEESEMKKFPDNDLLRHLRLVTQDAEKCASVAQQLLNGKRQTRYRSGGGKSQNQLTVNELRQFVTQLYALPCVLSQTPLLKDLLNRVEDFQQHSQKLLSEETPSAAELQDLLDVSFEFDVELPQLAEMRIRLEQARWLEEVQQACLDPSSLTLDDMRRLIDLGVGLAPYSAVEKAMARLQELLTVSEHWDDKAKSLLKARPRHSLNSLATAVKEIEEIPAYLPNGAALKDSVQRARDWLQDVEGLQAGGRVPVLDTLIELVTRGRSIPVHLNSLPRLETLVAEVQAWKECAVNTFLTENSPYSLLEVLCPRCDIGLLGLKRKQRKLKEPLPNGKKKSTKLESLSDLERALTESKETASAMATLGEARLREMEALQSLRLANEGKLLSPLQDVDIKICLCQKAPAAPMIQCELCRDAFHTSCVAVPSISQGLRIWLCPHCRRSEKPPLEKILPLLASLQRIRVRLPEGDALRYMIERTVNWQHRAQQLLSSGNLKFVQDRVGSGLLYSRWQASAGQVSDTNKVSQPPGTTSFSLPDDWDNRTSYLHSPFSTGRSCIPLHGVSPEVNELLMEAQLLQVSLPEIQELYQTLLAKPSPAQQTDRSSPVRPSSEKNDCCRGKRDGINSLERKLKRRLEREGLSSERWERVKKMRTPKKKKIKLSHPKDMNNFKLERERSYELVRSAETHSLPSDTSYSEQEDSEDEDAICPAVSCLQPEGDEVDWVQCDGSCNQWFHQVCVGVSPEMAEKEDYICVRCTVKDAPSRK
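KDM5BΔAP (200 nM final) in 50 mM HEPES pH 7.5, 0.01% Tween-20 was preincubated 10 min at RT with compound over a concentration range. Substrate mix (H3K4me3 12.5 µM, α-KG 25 µM, Fe²⁺, ascorbate, NAD⁺, FDH) was added, and NADH fluorescence change over 30 min gave dose-response curves.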
The depositor's hits bear a star; ? = inconclusive; [ ] = another dose, or the depositor's remark. Potency is the fitted concentration of half-maximal effect. These rows are one share of the data, so the mix of outcomes need not match the whole.

Sample of the layout, 5 compounds:
SMILES	KDM5B inhibitor
O=C(NC1CCN(C(=O)N2CC3CC(C2)[C@H]2CCCC(=O)N2C3)CC1)c1ccccn1 (stereo partly specified)	3.2%
Cc1cc(/C=C/C(=O)c2ccc(O)c(CCCl)c2)cc(C)c1OC(F)F	-29.0%
COc1cc(Cl)c(CN2C[C@H](NC(C)=O)[C@@H](C3CC3)C2)c(OC)c1	27.7%
N[C@@H](Cc1ccccc1)c1nnc(SCc2ccc(Br)cc2)o1	-8.6%
CCOc1ccc(Cn2c(=O)oc3ccccc32)cc1	-18.5%

All compounds of this part, repeating the preview:
SMILES	KDM5B inhibitor
O=C(NC1CCN(C(=O)N2CC3CC(C2)[C@H]2CCCC(=O)N2C3)CC1)c1ccccn1 (stereo partly specified)	3.2%
Cc1cc(/C=C/C(=O)c2ccc(O)c(CCCl)c2)cc(C)c1OC(F)F	-29.0%
COc1cc(Cl)c(CN2C[C@H](NC(C)=O)[C@@H](C3CC3)C2)c(OC)c1	27.7%
N[C@@H](Cc1ccccc1)c1nnc(SCc2ccc(Br)cc2)o1	-8.6%
CCOc1ccc(Cn2c(=O)oc3ccccc32)cc1	-18.5%
O=C(C(Cl)c1ccccc1)N1CCCC1 (stereo unspecified)	9.1%
CCCOc1ccc(/C=C(/C#N)c2nc3ccccc3[nH]2)cc1	-3.2%
O=S(=O)(NCc1ccc(Cl)cc1)c1ccc(-c2cnc(C3CC3)o2)cc1	?
Cn1ccc(C(=O)N2CC(COc3ccccc3)C3(C2)CN(c2ccccc2)C3)n1 (stereo unspecified)	-12.6%[86.2 µM]
COc1nc2nc(CC3CC3)n(C)c2cc1-c1ccnc(C)c1	39.8µM*
O=C(Cc1ccccc1)NC1(O)C(=O)c2ccccc2C1=O	-40.7%
COC(=O)C(C#N)c1nc2ccccc2nc1NCC(C)(C)CN(C)C (stereo unspecified)	?
Cc1ccc(NC(=O)N2CCC(OC3CCN(S(C)(=O)=O)CC3)CC2)cc1Cl	3.9%
Cc1ccc(-c2nc(CSCC(=O)NCCCOC(C)C)c(C)o2)cc1	-22.8%
COc1ccccc1C(=O)NNC(=O)c1ccc(Br)o1	5.5%
CN1C(=O)C(CC(=O)N2CC(n3cccn3)C2)(Cc2ccccc2)c2ccccc21 (stereo unspecified)	38.5%[activator]
CC(=O)c1ccc(C(=O)N(C)Cc2ccncc2)s1	0.1%
COc1ccccc1NC(=O)N1CCCC(Cn2c(C)nc3cccnc32)C1 (stereo unspecified)	6.7%
COc1ccc(-c2nc(CC3CCN(C(=O)c4cc(C)n(C)n4)C3)no2)cc1 (stereo unspecified)	1.9%
Cc1cc(C)cc(NC(=O)CSc2ncc(CO)n2CC(=O)NC(C)C)c1	18.8%
COc1cccc(-c2nnc(SCC(=O)N3CCCCC3)o2)c1	5.6%
Cc1cc(Cl)ccc1OCC(=O)N1CCc2n[nH]c(=O)n2CC1	5.7%
Cc1cccc(NC(=O)Cn2cc(C(=O)c3ccco3)c3ccccc32)c1	18.9%
COCCN1C(=O)CS(=O)(=O)C12CCN(C(=O)CCc1ccccc1OC)CC2	-5.5%
CC(C)(C)C1CCc2nc(NC(=O)c3ccc([N+](=O)[O-])cc3)sc2C1 (stereo unspecified)	1.2%

With a hit mark in KDM5B inhibitor, among the entries above:
SMILES	KDM5B inhibitor
COc1nc2nc(CC3CC3)n(C)c2cc1-c1ccnc(C)c1	39.8µM*

(listing goes on)
SMILES	KDM5B inhibitor
CCn1nc(C)cc1-c1nn2c(-c3cccc(Cl)c3Cl)nnc2s1	12.8%
COc1ccc(N2CCN(c3ncnc4c3nnn4C)CC2)cc1	-19.9%
COCC(=O)N[C@@H]1CN(Cc2ccccc2C(F)(F)F)C[C@H]1CO	-17.4%
Cc1ccccc1C(=O)N1CCC2(CC1)CN(c1ncccn1)CC2CO (stereo unspecified)	31.6µM*
NC(=O)c1cccc(-c2ncc3c(n2)OCCN(Cc2ccccc2)C3=O)c1	-15.6%[86.2 µM]
Cc1c(C)c2ccc(OCC(=O)NCCCN3CCCC3=O)cc2oc1=O	?
CC(C)(C)NC(=O)N1CCOc2ccc(CN3CCc4ccccc4C3)cc2C1	-34.7%
Cc1ccc(S(=O)Cc2nc(-c3ccc(C(=O)NCc4cccc(C)c4)cc3)oc2C)cc1 (stereo unspecified)	-19.2%
CC(C)c1ccc(/C=N/N2CCN(c3ccccn3)CC2)cc1	-11.0%
CCCn1ccnc1-c1c(-c2ccccc2)ncn1CC(O)COCC (stereo unspecified)	-23.9%
COc1cccc(CN2CCOC3(CCN(Cc4ccc(C#N)cc4)CC3)C2=O)c1	16.0%[86.2 µM]
O[C@H]1CC[C@@H](Cc2cc(-c3ccccc3)on2)O[C@@H]1CNC1CCNCC1	-4.6%[86.2 µM]
O=C(Nc1ccccc1)N1CC(Oc2ccc(-c3nc(-c4ccccc4)no3)cc2)C1	?
CC(C)c1ccc(OCc2cc(=O)n3c4c(sc3n2)CCCC4)cc1	-10.4%
COc1ccc(N(CC(=O)NCCC2=CCCCC2)S(=O)(=O)c2ccccc2F)cc1	-5.4%
O=C(CCC1CCCCC1)NCCCNC(=O)CCC1CCCCC1	2.6%
O=C(CN1CCCN(Cc2cccc(Cl)c2)S1(=O)=O)Nc1ccc2c(c1)OCCO2	-19.9%
CCN1CCN(CCNC(=O)[C@H]2CCC[C@H]2NC(=O)c2ccncc2)CC1	-5.4%
COc1ccc(NC(=O)CC2Sc3ccccc3NC2=O)cc1 (stereo unspecified)	?
COc1ccc2[nH]c(C(=O)NCc3ccco3)cc2c1	?
N/C(=N\OC(=O)COc1ccccc1)c1ccncc1	-0.7%
CN(Cc1nnc2n1CCCCC2)C(=O)c1n[nH]c(=O)c2ccccc12	-5.3%
Cc1ccc(C)c(NC(=O)Cn2c(=O)n(Cc3ccccc3)c(=O)c3oc4ccccc4c32)c1	-14.2%
COC[C@@H]1CN(c2cnccn2)C[C@H]1C(=O)NCC1CC1	17.8µM*
Cc1ccc(C2Cn3nnc(C(=O)N4CCC(C(=O)NCc5cccs5)CC4)c3CO2)cc1 (stereo unspecified)	7.8%
SMILES	KDM5B inhibitor
C=CCNC(=O)C(C)N1CCN(c2oc(-c3ccco3)nc2C#N)CC1 (stereo unspecified)	?
Cc1cc(C)cc(NC(=O)CCS(=O)(=O)c2ccc3nc(C)sc3c2)c1	-11.0%
CC(C)Oc1cccc2c1c(NC(=O)c1ccn(C)n1)nn2Cc1ccccc1	25.1µM*
CC1CCCCC1NC(=O)c1cc2c(Cl)nc3ccccc3c2s1 (stereo unspecified)	17.9%
CCCCCN1CCN(c2nc3c(c(=O)[nH]c(=O)n3C)n2Cc2ccc(Br)cc2)CC1	7.8%
Nn1c(Nc2ccc(Cl)cc2)nncc1=O	12.3%
CN(C)C1CCN(c2nc(-c3ccncc3)nc3c2CNC3)C1 (stereo unspecified)	12.1%
Cc1ccc(C)c(S(=O)(=O)Nc2nc3ccccc3nc2NCc2ccc3c(c2)OCO3)c1	-20.1%
Cc1cc2oc(=O)cc(CSc3nc(N)cc(N)n3)c2cc1C	-4.3%
O=C(NCc1ccc(F)cc1)N1CCC(OCCOc2ccc(F)cc2)CC1	3.8%
Cc1cccc(C(=O)N2CCC(Cc3nncn3CC3CC3)CC2)c1	-5.7%
COc1ccc2cc1Nc1ccc(cc1)C[C@H](NCc1ccc(C)o1)C(=O)N(C)[C@@H](C(=O)NCc1ccccc1)C2	-9.2%
CCC(CC)C(=O)Nc1nnc2n1CCS2	-7.9%
O=c1n(Cc2cccc(F)c2)c2ccccc2c2nc(-c3ccccc3)nn12	-60.0%
Cn1c(OCc2cccnc2)nc2c1c(=O)n(Cc1ccc(Cl)cc1)c(=O)n2C	-4.4%
CCOCCCNC(=O)c1nnn2cc(-c3ccccc3)[nH]c(=O)c12	28.2µM*
Cc1nc(-c2ccc(Cl)cc2)sc1CCNC(=O)c1ccco1	?
Cc1ccc(-n2nc3cc(C)c(NC(=O)c4ccc(-c5ccccc5)o4)cc3n2)cc1	?
CCc1ccc(-n2nc(CO)c(C(=O)NCc3ccccc3Cl)n2)cc1	-15.5%
COc1cccc(/C=C2\Oc3cc(OC(=O)C(C)(C)C)ccc3C2=O)c1	-4.2%
CCCN(CC(=O)Nc1cc(C)on1)CC(=O)Nc1ccc(F)c(F)c1F	-12.6%
CC(C)Cn1c2c(c(=O)[nH]c1=O)C(c1ccc(F)cc1)C1=C(COC1=O)N2 (stereo unspecified)	?
O=C(C1CC1)N1C[C@@H]2OCC(=O)N(Cc3cccnc3)[C@@H]2C1	-4.6%[86.2 µM]
Brc1ccccc1/C=N/Nc1nncc2ccccc12	?
Cc1cccc(NC(=O)CCc2c(C)nc3c(c(C)nn3C(C)(C)C)c2C)c1C	-17.2%

3 entries from above, with values ahead of the structure.
| KDM5B inhibitor | compound |
| --- | --- |
| -23.9% | CCCn1ccnc1-c1c(-c2ccccc2)ncn1CC(O)COCC (stereo unspecified) |
| 16.0%[86.2 µM] | COc1cccc(CN2CCOC3(CCN(Cc4ccc(C#N)cc4)CC3)C2=O)c1 |
| -4.6%[86.2 µM] | O[C@H]1CC[C@@H](Cc2cc(-c3ccccc3)on2)O[C@@H]1CNC1CCNCC1 |

More structures
SMILES	KDM5B inhibitor
Cc1ccccc1CC(=O)NC1CCCC1	32.6%[activator]
CCOc1ncccc1C(=O)Nc1cc(S(=O)(=O)N2CCCCC2)ccc1C	-6.3%
COCCn1ccc2ccc(C(=O)Nc3ccc4c(c3)C(=O)N3CCC[C@H]3C(=O)N4)cc21	?
CSc1ncc2c(n1)-c1ccccc1N(Cc1ccc(Cl)cc1)S2(=O)=O	-15.3%
Nc1c(Cl)ncnc1NCC(O)CO (stereo unspecified)	35.7%
CCc1ccc(NC(=O)Cn2nc3c4ccccc4n(Cc4ccccc4)cc-3c2=O)cc1	12.2%
CCCCn1c(CNC(=O)C23CC4CC(CC(C4)C2)C3)nnc1SCC(=O)Nc1ccc(C)cc1	?
Cc1ccc(OCc2nc(C#N)c(N3CCOCC3)o2)cc1	?
CN1CCC([C@@H]2CN(C(=O)CCCc3c[nH]c4ccccc34)C[C@H]2C(N)=O)CC1	-2.9%
O=C(O)c1cc(-c2ccc(Cl)s2)[nH]n1	-0.2%
Cc1[nH]cnc1-c1nccn1Cc1nnnn1-c1ccccc1	1.5%
CC(=O)c1ccc(NC(=O)C(Cc2ccccc2)NS(=O)(=O)c2ccc3c(c2)CCC(=O)N3)cc1 (stereo unspecified)	-15.2%
O=[N+]([O-])c1ccc(Oc2ccc3ccncc3c2)cc1C(F)(F)F	8.9%
O=S(=O)(c1ccc(SCc2ccccc2)nc1)N1CCCCCC1	-8.0%
CCCC(=O)N1Cc2ccccc2NC(=O)C12CCNC2 (stereo unspecified)	22.2%[149 µM]
COc1cccc(C(=O)Nc2ccc(NS(=O)(=O)c3ccc4c(c3)OCCCO4)cc2)c1	-7.9%
Cc1ccc(CC(=O)N2CCC(NS(=O)(=O)c3ccc(C)cc3)CC2)cc1	-10.9%
CC(C)Cc1ccc(C(C)C(=O)NC(Cc2ccccc2)C(N)=O)cc1 (stereo unspecified)	21.6%
COc1ccc(CCNc2ncnc3c2CN(C2CCCNC2)C(=O)CN3C)cc1 (stereo unspecified)	?
Cc1cc(C(=O)N2CCC(Cc3nc(-c4ccccc4)n[nH]3)C2)n(C)n1 (stereo unspecified)	-13.9%
O=c1ccc(-c2ccccc2)nn1Cc1ccc(F)cc1	-3.3%
COc1ccc2cc(C(C)C(=O)N3CCC(C(N)=O)CC3)ccc2c1 (stereo unspecified)	19.4%
CC(=O)Nc1cccc(C(=O)NC2CCCN(c3cc(-c4ccc(F)cc4)[nH]n3)C2)c1 (stereo unspecified)	-0.7%
CNC(=O)c1ccc(NC(=O)c2cc(=O)[nH]c3ccccc23)cc1	-8.7%
CCCN1C(=O)Cc2cc(C(=O)NCc3ccccc3C(F)(F)F)ccc21	-14.1%
O=C(Nc1ccc(Cl)c(C(F)(F)F)c1)c1ccccc1I	20.1%

7 structures already listed, sorted by molar mass, highest first:
SMILES	KDM5B inhibitor
CC(=O)c1ccc(NC(=O)C(Cc2ccccc2)NS(=O)(=O)c2ccc3c(c2)CCC(=O)N3)cc1 (stereo unspecified)	-15.2%
COCCn1ccc2ccc(C(=O)Nc3ccc4c(c3)C(=O)N3CCC[C@H]3C(=O)N4)cc21	?
O=C(Nc1ccc(Cl)c(C(F)(F)F)c1)c1ccccc1I	20.1%
O=S(=O)(c1ccc(SCc2ccccc2)nc1)N1CCCCCC1	-8.0%
CNC(=O)c1ccc(NC(=O)c2cc(=O)[nH]c3ccccc23)cc1	-8.7%
O=c1ccc(-c2ccccc2)nn1Cc1ccc(F)cc1	-3.3%
Nc1c(Cl)ncnc1NCC(O)CO (stereo unspecified)	35.7%

High-throughput results deposited in PubChem BioAssay by National Center for Advancing Translational Sciences (NCATS).
